MrgX1 antag – antagonists of human MrgX1 receptor. actives 1.3% (n = 310,000). AID 588676. B-score at 10 µM. Q96LB2. MRGX1-HEK293 calcium flux, Fluo-4, BAM8-22 antagonism; active compounds read low;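 active = calcium-response B-score plate-corrected more than 3 library SD below zero, starting fluorescence within 5 deviations, no agonist response on first addition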;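 also: peak minus trough fluorescence over baseline after final BAM8-22 challenge near maximal dose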
RGS4 inh – human RGS4 inhibition. actives 0.45% (n = 310,000). HEK293 M3R/RGS4 inducible, Fluo-4 calcium flux; active compounds read high; triggered by carbachol at its EC20. B-score at 10 µM. AID 463165;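 active = B-score, a plate-corrected calcium signal, over three deviations above library mean, with baseline fluorescence within five deviations of library mean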;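 also: RGS4 expression induced by doxycycline in cells with stable M3 receptor; B-score is computed from the integrated fluorescence ratio over baseline after carbachol; higher B-score means a larger calcium signal and so more RGS4 inhibition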
MrgX1 agonist – activates human MrgX1 receptor signaling. Q96LB2. MrgX1-HEK293 cells, Fluo-4 calcium fluorescence, agonist mode; active compounds read high. B-score at 10 µM. actives 0.44% (n = 310,000). AID 588627;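 active = calcium response B-score plate-corrected fluorescence ratio at least 3 library SD, with starting fluorescence B-score inside 5 SD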
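Material: MrgX1-expressing HEK293 cells; input: 15,000 cells per well; doses: test compound given as first of three sequential additions; schedule: overnight plating before 1 h dye loading; technique: Fluo-4 NW calcium-flux fluorescence, kinetic read; evaluation: baseline-normalised fluorescence change ratio, B-scored; control set: plate-wise positive and negative controls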
TRPC4 block – inhibitors of mouse TRPC4 channel; Q9QUQ5; HEK293 TRPC4beta/mu-opioid, DAMGO-evoked Fluo4 calcium flux; active compounds read low; B-score at 10 µM; actives 0.39% (n = 300,000); AID 2247;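 active = B-score over 3 SD under the library average, no early fluorescence shift, positive overall ratio signal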
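test system = HEK293 cells with stable TRPC4beta plus mu-opioid receptor expression | detection = Fluo4 Ca2+ flux fluorescence | read-out = integrated fluorescence ratio relative to baseline, converted to per-well B score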
TRPC4 PAM – allosteric potentiators of mouse TRPC4 channel | actives 0.42% (n = 310,000) | B-score at 10 µM | HEK293 TRPC4beta/mu-opioid, DAMGO EC20, Fluo-4 Ca2+ flux; active compounds read high | AID 2227 | Q9QUQ5;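 active = B-score of calcium response area above 5 SD of library B-scores, with initial fluorescence ratio within 5 SD of library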;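 also: B-score of integrated fluorescence ratio over time as area under calcium response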
TRPC6 inhibitor – inhibitors of mouse TRPC6 channel. HEK293-TRPC6, membrane potential dye, ACh-evoked depolarization; active compounds read low. B-score at 10 µM. actives 1.1% (n = 310,000). AID 2553;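 active = B-score under library mean minus 3 SD, initial fluorescence not abnormally high, positive integrated signal ratio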;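 also: B-score derived from integrated fluorescence ratio over the kinetic read; more negative B-score means stronger inhibition of depolarization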
Target sequence (Q61143 whole entry, looked up): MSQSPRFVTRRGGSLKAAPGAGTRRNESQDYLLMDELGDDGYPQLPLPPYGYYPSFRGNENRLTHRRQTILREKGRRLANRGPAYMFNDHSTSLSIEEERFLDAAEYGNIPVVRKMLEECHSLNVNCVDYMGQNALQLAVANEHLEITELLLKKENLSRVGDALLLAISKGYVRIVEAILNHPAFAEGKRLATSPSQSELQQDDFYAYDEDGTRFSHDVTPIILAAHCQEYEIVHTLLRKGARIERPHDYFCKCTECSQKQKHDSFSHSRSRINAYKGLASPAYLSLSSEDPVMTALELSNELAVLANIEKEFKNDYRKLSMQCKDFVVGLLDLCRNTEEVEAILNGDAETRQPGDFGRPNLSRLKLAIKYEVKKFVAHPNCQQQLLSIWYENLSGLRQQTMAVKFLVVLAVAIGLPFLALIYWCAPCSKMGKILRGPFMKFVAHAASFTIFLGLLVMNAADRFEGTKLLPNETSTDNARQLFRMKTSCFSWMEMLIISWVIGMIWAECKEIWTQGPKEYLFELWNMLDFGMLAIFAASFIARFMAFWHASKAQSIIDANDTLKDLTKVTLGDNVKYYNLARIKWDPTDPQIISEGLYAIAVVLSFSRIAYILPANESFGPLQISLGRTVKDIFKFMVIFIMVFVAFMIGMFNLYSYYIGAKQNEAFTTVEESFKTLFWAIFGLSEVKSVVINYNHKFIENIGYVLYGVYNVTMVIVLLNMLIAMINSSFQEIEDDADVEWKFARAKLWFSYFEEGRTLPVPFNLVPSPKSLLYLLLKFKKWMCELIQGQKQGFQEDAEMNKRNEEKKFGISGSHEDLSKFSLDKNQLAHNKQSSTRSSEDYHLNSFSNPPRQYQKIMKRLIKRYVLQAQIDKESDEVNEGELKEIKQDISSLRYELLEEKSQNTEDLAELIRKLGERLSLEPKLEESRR
ANO1 activ – mouse TMEM16A channel activation, primary screen. Q8BHY3. HEK293 TMEM16A/YFP-H148Q/I152L, iodide quench fluorescence; active compounds read low. B-score at 10 µM. actives 0.3% (n = 340,000);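 active = fluorescence-ratio B-score plate-corrected deviation score at least 3 library SD below zero, with starting fluorescence score within 5 deviations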;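 also: channel opened by trigger with iodide after compound preincubation; score built on the fluorescence ratio of max minus min over baseline; more negative score means more quench and so TMEM16A activation or potentiation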
TRPC4 act – activators of mouse TRPC4 channel; HEK293 TRPC4beta/mu-opioid, Fluo4 calcium fluorescence; active compounds read high; B-score at 10 µM; Q9QUQ5; AID 2237; actives 0.49% (n = 310,000);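 active = B-score above 5 SD of library B-scores, and initial fluorescence ratio not above library mean plus 5 SD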;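 also: positive B-score marks a calcium rise read as TRPC4 activation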
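Assay system – TRPC4beta and mu-opioid receptor HEK293 stable cells · Measured by – Fluo4 fluorescence, kinetic · Schedule – dye loading 45 min room temperature, 110 s kinetic read · Read-out – B-scored integrated calcium fluorescence ratio · Controls – buffer and maximal DAMGO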
ANO1 block – blocks the mouse calcium-activated chloride channel TMEM16A; HEK293 TMEM16A/YFP iodide influx fluorescence, ionomycin; normalized B-score (activity score, 25-100; higher = stronger inhibition) at 10 µM; actives 1.2% (n = 310,000);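 active = ratio plate-corrected score three or more library SD toward inhibition, starting fluorescence score within five deviations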;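 also: score derived from kinetic fluorescence span divided by baseline fluorescence per well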
MrgX1 PAM – allosterically activates human MrgX1 receptor signaling; Q96LB2; MrgX1-HEK293, Fluo-4 calcium flux, FDSS; active compounds read high; B-score at 10 µM; actives 0.63% (n = 310,000);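 active = plate-corrected calcium response at least 3 library SD above typical, normal starting fluorescence, not activating the receptor alone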;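 also: compound read alongside a low EC10 to EC30 dose of BAM8-22 agonist; peak minus trough fluorescence over baseline measured at the second addition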
TRPC6 activator – activators of mouse TRPC6 channel; Q61143; HEK293-TRPC6 membrane potential dye fluorescence; active compounds read high; B-score at 10 µM; actives 0.13% (n = 310,000);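 active = B-score of the integrated fluorescence ratio above library mean plus 3 SD, and starting fluorescence ratio within library mean plus 5 SD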;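 also: higher score means more depolarization so channel activation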
The depositor's hits bear a star; i = inactive; . = no result given.

molecule | TRPC6 inhibitor | ANO1 block | TRPC4 PAM | TRPC6 activator | MrgX1 agonist | TRPC4 act | ANO1 activ | RGS4 inh | MrgX1 antag | MrgX1 PAM | TRPC4 block
CCCCCCCOC(=O)C[N+](C)(C)CCOC1CC2CCC1(C)C2(C)C (configuration not stated) | i | . | i | i | . | i | i | i | . | . | i
Cc1cc(NC(=O)CSc2nc3ccccc3cc2C#N)no1 | i | i | i | i | i | i | i | i | i | i | i
O=C(C1CC1)N(CCc1ccccc1)Cc1nc2ccccc2c(=O)[nH]1 | i | i | i | i | i | i | i | i | i | i | i
Fc1ccc(CNC(=S)NC2CCCCC2)cc1 | i | i | i | i | i | i | i | i | i | i | i
COC(=O)c1nn(-c2cccc(C(F)(F)F)c2)c(=O)cc1Sc1ccccn1 | i | i | i | i | i | i | i | i | i | i | i
O=C(C1CCN(S(=O)(=O)N2CCOCC2)CC1)N1CCc2ccccc21 | i | i | i | i | i | i | . | i | i | i | i
COc1ccc(CCC(=O)N2CCN(c3cccc(C)c3C)CC2)cc1 | i | i | i | i | i | i | i | i | i | i | i
COC(=O)CNc1nc(Cl)nc(Nc2ccc(C)cc2)n1 | i | i | i | i | i | i | i | i | i | i | i
CCOC(=O)C1C(=O)NC(c2ccccc2)=NC1c1ccc(F)cc1 (configuration not stated) | i | i | i | i | i | i | i | i | i | i | i
Cc1cccc(N2CCN(c3cc(C)nc4nnnn34)CC2C)c1 (configuration not stated) | i | i | i | i | i | i | i | i | i | i | i
O=C(c1ccco1)N1CCN(C(=O)N2CCCCC2)CC1 | i | i | i | i | i | i | i | i | i | i | i
CN(C)C(CNC(=O)c1ccc(NC(=O)c2cccs2)cc1)c1ccccc1 (configuration not stated) | i | i | i | i | i | i | i | i | i | i | i
CCOC(=O)N1CCC(n2c(SCC(=O)NCc3ccccc3)nc3ccccc3c2=O)CC1 | i | i | i | i | i | i | i | i | i | i | i
Cc1nnc(SCC(=O)Nc2ccc(S(=O)(=O)N3CCCC3)cc2)n1N | i | i | i | i | i | i | i | i | i | i | i
COc1cc(C(=O)O/N=C(\N)c2cccc([N+](=O)[O-])c2)cc(OC)c1OC | i | i | i | i | i | i | i | i | i | i | i
O=C1NN(c2ccccc2)C(=O)/C1=C\c1cccn1-c1ccc(Cl)c([N+](=O)[O-])c1 | i | i | i | i | i | i | i | i | i | i | i
O=C(N/N=C(\Cc1ncc[nH]1)c1ccccc1)c1ccncc1 | i | i | i | i | i | i | i | i | i | i | i
CCC(CC)c1nnc(NC(=O)c2ccc(S(=O)(=O)N3CCc4ccccc4C3)cc2)s1 | i | i | i | i | i | i | i | i | i | i | i
CC1CCCN(C(=O)C2CCN(S(=O)(=O)c3ccc4c(c3)CC(C)N4C(=O)C3CC3)CC2)C1 (configuration not stated) | i | i | i | i | i | i | i | i | i | i | i
Cc1nc(NCCN2CCOCC2)c2oc3ccccc3c2n1 | i | i | i | i | i | i | i | i | i | i | i
Cc1cc(C)c2nc(NC(=O)C3CCCO3)sc2c1 (configuration not stated) | i | i | i | i | i | i | i | i | i | i | i
CCOC(=O)C1CCN(c2cc3c(cc2NC(=O)c2ccc(F)cc2)n(C)c(=O)n3C)CC1 | i | i | i | i | i | i | i | i | i | i | i
COc1ccc(CCn2c(C)cc(C(=O)CSc3nnnn3-c3ccccc3)c2C)cc1 | i | i | i | i | i | i | i | i | i | i | i
CCCNC(=S)NC1CC2CCC(C1)N2Cc1ccccc1 (configuration not stated) | i | i | i | i | i | i | i | i | i | i | i
CCOC(=O)N1CCN(C(=O)COc2ccc(S(=O)(=O)NCc3ccccc3)cc2)CC1 | i | i | i | i | i | i | i | i | i | i | i
C/C(=N\NC(=O)c1ccoc1C)c1cccc2ccccc12 | i | i | i | i | i | i | i | i | i | i | i
CN(C)CCNC(=O)/C(=C/c1cccc([N+](=O)[O-])c1)NC(=O)c1ccccc1 | i | i | i | i | i | i | i | i | i | i | i
COc1ccc(-c2cc(-c3ccccc3)c(C#N)c(SCC(=O)O)n2)cc1 | i | i | i | i | i | i | i | i | i | i | i
CSc1nc(SC(C)C(=O)O)c2c3c(sc2n1)COC(C)(C)C3 (configuration not stated) | i | i | i | i | i | i | i | i | i | i | i
COc1cc(CN2CCCC(CO)(Cc3ccccc3)C2)ccc1O (configuration not stated) | i | i | i | i | i | i | i | i | i | i | i
COC(=O)C(NC(C)=O)(Nc1nc2c(s1)CCCC2)C(F)(F)F (configuration not stated) | i | i | i | i | i | i | i | i | i | i | i
c1ccc(CSc2ccc(-c3ccccn3)nn2)cc1 | i | i | i | i | i | i | i | i | i | i | i
COc1cccc(C(=O)CC(C(=O)O)c2ccc(Cl)cc2)c1 (configuration not stated) | i | i | i | i | i | i | i | i | i | i | i
CCC1CC(CSC(=N)N)OC1=O (configuration not stated) | i | i | i | i | i | i | i | i | i | i | i
COc1ccccc1NC(=O)CSc1nnc(NC(=O)c2ccco2)s1 | i | i | i | i | i | i | i | i | i | i | i
Cc1ccc(-c2ccccc2NC(=O)CCl)o1 | i | i | i | i | i | i | i | i | i | i | i
O=c1ccnc(SCc2ccccc2Cl)[nH]1 | i | i | i | i | i | i | i | i | i | i | i
O=C(Nc1ccc(C(=O)O)cc1)Nc1ccc(F)cc1F | i | i | i | i | i | i | i | i | i | i | i
COc1ccccc1-c1c(C)[nH]n2c(=O)c(Cc3ccccc3)c(C)nc12 | i | i | i | i | i | i | i | i | i | i | i
O=C(O)c1ccc2c(c1)C(=O)N(NC(=O)c1ccc(O)cc1)C2=O | i | i | i | i | i | i | i | i | i | i | i
Cc1ccc(OCC(=O)Nc2ccccc2-c2ccccc2NC(=O)COc2ccc(C)cc2)cc1 | i | i | i | i | i | i | i | i | i | i | i
COc1cc2cc(C(c3nnnn3C3CCCC3)N3CCCCC3)c(=O)[nH]c2cc1OC (configuration not stated) | i | i | i | i | i | i | i | i | i | i | i
O=C1Cc2ccccc2C(c2ccc(Cl)cc2Cl)N1 (configuration not stated) | i | i | i | i | i | i | i | i | i | i | i
CCN(C(=O)COC(=O)/C=C/c1cnc2ccccc2n1)C1CCS(=O)(=O)C1 (configuration not stated) | i | i | i | i | i | i | i | i | i | i | i
COC(=O)c1ccccc1NC(=O)N1CCN(C(=O)c2ccco2)CC1 | i | i | i | i | i | i | i | i | i | i | i
Cc1ccc(-n2c(=O)[nH]cc(C(=O)N3CCc4ccccc43)c2=O)cc1 | i | i | i | i | i | i | i | i | i | i | i
CCN1C(=O)[C@H]2[C@@H](c3ccc(-c4ccc(OC)cc4)cc3)N3CCC[C@@]3(C(=O)OC)[C@H]2C1=O | i | i | i | i | i | i | i | i | i | i | i
O=C(Nc1ccc(Oc2ncnc3cc(Cl)ccc23)nc1)Nc1cccc(C(F)(F)F)c1 | i | i | i | i | i | i | i | i | i | i | i
COc1ccc(/C=C/C(=O)NC(=S)Nc2ccc(S(=O)(=O)N=C(N)N)cc2)cc1OC | i | i | i | i | i | i | i | i | i | i | i
N=C(CC1CC(=O)NC(=O)C1)C1=C(O)CCCC1=O | i | i | i | i | i | i | i | i | i | i | i
c1ccc(-c2ncc(CN3CCN(c4ccccn4)CC3)[nH]2)cc1 | i | i | i | i | i | i | i | i | i | i | -6*
Cc1cc(C)nc(NS(=O)(=O)c2cccs2)c1 | i | i | i | i | i | i | i | i | i | i | i
Cc1cccc2cc3c(NC(=O)C(C)C)nn(C)c3nc12 | i | i | i | i | i | i | i | i | i | i | i
Cc1ccccc1CS(=O)(=O)c1ccc(C(=O)N2CCOCC2)cc1[N+](=O)[O-] | i | i | i | i | i | i | i | i | i | i | i
CCCc1nnc(NC(=O)c2c(O)c3cccc4c3n(c2=O)CC4)s1 | i | i | i | i | i | i | . | i | i | i | i
CCOC(=O)Nc1nnc(CCc2ccccc2)s1 | i | i | i | i | i | i | i | i | i | i | i
Fc1ccccc1/C=N/Nc1nc(-c2ccccn2)nc2ccccc12 | i | i | i | i | i | i | . | i | i | i | i
COC(=O)C(C)Sc1nnc(-c2ccncc2)o1 (configuration not stated) | i | i | i | i | i | i | i | i | i | i | i
CCn1nnc(NC(=O)c2cccc(-c3cc4ccccc4oc3=O)c2)n1 | i | i | i | i | i | i | i | i | i | i | i
O=Cc1ccc(OCc2cn3ccccc3n2)cc1 | i | i | i | i | i | i | i | i | i | i | i

Additional compounds.
molecule | TRPC6 inhibitor | ANO1 block | TRPC4 PAM | TRPC6 activator | MrgX1 agonist | TRPC4 act | ANO1 activ | RGS4 inh | MrgX1 antag | MrgX1 PAM | TRPC4 block
Cc1ccc(Cl)cc1N1CCN(Cc2nnnn2C2CCCCC2)CC1 | i | i | i | i | i | i | i | i | i | i | i
O=C(Nc1ccc(F)cc1)Nc1nnc(-c2ccccc2)o1 | i | i | i | i | i | i | i | i | i | i | i
COC(=O)c1cc(CNC(=O)CC(C)c2ccccc2)ccc1OC (configuration not stated) | i | i | i | i | i | i | i | i | i | i | i
CCc1cc2c(C)ccc(C)c2nc1SCC(=O)Nc1c(C)[nH]c(=O)[nH]c1=O | i | i | i | i | i | i | i | i | i | i | i
O=C(COC(=O)c1cnccn1)c1ccc(-c2ccccc2)cc1 | i | i | i | i | i | i | i | i | i | i | i
CCCCCn1c(CN2CCN(c3cc(Cl)ccc3C)CC2)nc2c1c(=O)[nH]c(=O)n2C | i | i | i | i | i | i | i | i | i | i | i
CC1c2nc3ccccc3n2C(CC(=O)NCc2ccccn2)C(=O)N1Cc1ccccc1 (configuration not stated) | i | i | i | i | i | i | i | i | i | i | i
O=C(Nc1ccc(C(=O)N2CCN(c3ccccc3F)CC2)cc1)C1=CSCCO1 | i | i | i | i | i | i | i | i | i | i | i
COc1ccc(C(=O)COC(=O)c2ccc(OC)c(OC)c2)cc1OC | i | i | i | i | i | i | i | i | i | i | i
COc1ccc(-n2cc(-c3ccccc3)[nH]c2=S)cc1 | i | i | i | i | i | i | i | i | i | i | i

Bioassay records: PubChem BioAssay, Johns Hopkins Ion Channel Center
